# AMA1 RON2 block = disrupts binding of P. falciparum AMA1 to RON2 | AlphaScreen AMA1-biotinylated RON2 peptide binding | Potency, µM (highest dose often 58.2 µM), without a hit: top-dose activity change, negative = inhibition, actives largely listed as inhibitors | 360,000 compounds, 0.2% hits | AID 720542;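 also: potency is read from the fitted curve at half-maximal effect; 0% = vehicle wells and -100% = peptide control; nearly all actives have a fitted effect of over 45% in size; some results filed as inactive show a strong effect at the top dose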
#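 AMA1 (3D7) with his tag at 25 nM final met compounds first, then biotinylated RON2 peptide at 25 nM; detection used donor plus acceptor beads, 10 µg/mL apiece, read by AlphaScreen after 30 min at room temperature.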
# LmPK inh = LmPK (Leishmania mexicana) enzyme inhibition; purified LmPK, Kinase-Glo ATP luminescence, 1 h; Q27686; 290,000 compounds, 0.37% hits; Potency, µM (highest dose often 57.5 µM), inactives show at the highest dose activity change, negative = inhibition, most hits filed as inhibitors; also: potency is read from the fitted curve at half-maximal effect
# Target sequence (Q27686 whole entry, looked up): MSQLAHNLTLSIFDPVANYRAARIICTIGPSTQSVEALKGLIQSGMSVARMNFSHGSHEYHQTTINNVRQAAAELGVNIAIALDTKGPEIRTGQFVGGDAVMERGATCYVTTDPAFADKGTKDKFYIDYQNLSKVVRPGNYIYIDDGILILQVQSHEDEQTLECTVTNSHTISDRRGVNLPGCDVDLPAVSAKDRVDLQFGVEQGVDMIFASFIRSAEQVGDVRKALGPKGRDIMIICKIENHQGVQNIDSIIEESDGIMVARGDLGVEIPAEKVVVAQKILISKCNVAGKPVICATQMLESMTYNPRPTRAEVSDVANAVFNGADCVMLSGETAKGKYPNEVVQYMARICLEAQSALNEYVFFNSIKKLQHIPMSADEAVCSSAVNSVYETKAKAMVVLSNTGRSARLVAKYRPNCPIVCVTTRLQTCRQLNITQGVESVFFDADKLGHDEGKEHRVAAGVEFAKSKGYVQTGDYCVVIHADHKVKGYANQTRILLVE
#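 qHTS format; LmPK 0.1 nM; substrates PEP 0.5 mM and ADP 0.1 mM. One-hour room-temperature incubation, then coupled luciferase luminescence; 0.5 nM enzyme wells mark activation.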
# Tb PYK inh = inhibitors of Trypanosoma brucei pyruvate kinase; TbPYK enzyme, Kinase-Glo Plus ATP luminescence, 45 min; Potency, µM (top dose mostly 76.8 µM), for the others: at the top dose activity, negative = inhibition, most hits filed as inhibitors; 410,000 compounds, 0.12% hits; AID 624173; Q57TT1; also: potency is read from the fitted curve at half-maximal effect; nearly all actives have a fitted effect of over 50% in size
#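 ADP (130 uM final) triggers the TbPYK reaction after compound addition; incubation is 45 min at room temperature. Kinase-Glo Plus is then added and luminescence imaged. Normalized data are fitted to concentration-effect curves.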
# Sm TGR block = inhibitors of Schistosoma mansoni thioredoxin glutathione reductase. Q962Y6. purified TGR, DTNB reduction, TNB absorbance 405 nm. Potency, µM (highest dose often 114 µM), inactives show at the top dose activity change, negative = inhibition, actives largely listed as inhibitors. 360,000 compounds, 3% hits. AID 485364; also: potency is read from the fitted curve at half-maximal effect; nearly all actives have a fitted effect of over 60% in size
#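 Kinetic colorimetric format: TGR-catalysed, NADPH-driven DTNB reduction monitored via TNB absorbance. Enzyme dispensed at 20 nM; compound exposure 15 min at room temperature before reaction start.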
# AmpC inh detg = blocks E. coli AmpC beta-lactamase in detergent assay; 370,000 compounds, 0.041% hits; AmpC hydrolysis of nitrocefin, absorbance 480 nm, 0.01% Triton; AID 485294; Potency, µM (highest dose often 114 µM), without a hit: at the highest dose activity change, negative = inhibition, actives largely listed as inhibitors; P00811;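 also: potency is read from the fitted curve at half-maximal effect; 0% = no-compound wells and -100% = no-enzyme wells; nearly all actives have a fitted effect of over 25% in size; some results filed as inactive show a strong effect at the top dose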
# Target sequence (P00811 whole entry, looked up): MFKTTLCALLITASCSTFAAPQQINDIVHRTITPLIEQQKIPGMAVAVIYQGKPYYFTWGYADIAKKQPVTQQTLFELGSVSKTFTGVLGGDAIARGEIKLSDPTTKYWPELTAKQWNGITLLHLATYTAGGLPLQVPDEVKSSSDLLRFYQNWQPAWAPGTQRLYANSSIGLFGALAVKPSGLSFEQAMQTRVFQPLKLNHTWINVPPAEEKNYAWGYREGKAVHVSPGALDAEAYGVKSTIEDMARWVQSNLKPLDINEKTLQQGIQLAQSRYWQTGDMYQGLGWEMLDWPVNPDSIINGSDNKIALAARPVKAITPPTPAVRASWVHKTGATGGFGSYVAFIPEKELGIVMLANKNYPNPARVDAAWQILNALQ
#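 20 mM phosphate pH 7.0 + 0.01% (detergent screen) or 0.0001% Triton X-100; 5.3 nM AmpC reagent; cpd preinc 15 min RT; nitrocefin (800 uM stock) to start; A480 q20 s × 4 min; Activity was normalised to no-enzyme and no-compound control wells.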
# AmpC no deterg = blocks E. coli AmpC beta-lactamase in detergent-free assay; AID 485341; 330,000 compounds, 0.52% hits; AmpC nitrocefin hydrolysis, absorbance 480 nm, 0.0001% Triton; Potency, µM (titrated, usually from 57.1 µM), inactives show at the highest dose activity change, negative = inhibition, actives largely listed as inhibitors; P00811;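 also: potency is read from the fitted curve at half-maximal effect; plate controls were no compound for no effect and no enzyme for full effect; nearly all actives have a fitted effect of over 20% in size; some results filed as inactive show a strong effect at the top dose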
#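 AmpC (5.3 nM in the dispensed reagent) in 20 mM phosphate pH 7.0 with 0.01% (detergent screen) or 0.0001% Triton X-100 was preincubated with compounds for 15 min at room temperature. Nitrocefin was then added from an 800 uM solution, and hydrolysis was followed at 480 nm.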
# HCMV inh = human cytomegalovirus inhibition | HFF cells, HCMV-luciferase reporter, 72 h; active compounds read low | activity change, negative = inhibition, % at 57.5 µM | 410,000 compounds, 4.5% hits | AID 1259415; in the data active = activity change below about -60%; inconclusive = no clear call, values can overlap the other calls; inactive = above about -39%
#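 After 16 h attachment at 37C, HFF cells received test compound and HCMV-luciferase (1 PFU/cell); reporter luminescence read 72 h later, data normalized against buffer-only and known inhibitor Salinomycin.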
# * hit, by the source's call; ? = inconclusive; · = no result given; [ ] = another dose, or the depositor's remark. Unless noted, calls follow the shape of the dose curve; as a rule, active = well fitted curve in the direction sought with a large enough effect; inconclusive = small, poorly fitted or top-dose-only effect, or another doubt; inactive = no such curve, though single readings can be large; an effect the other way counts as inactive or inconclusive. Unless noted, % is scaled to controls: 0 for no effect and ±100 for the full control effect.
SMILES,AMA1 RON2 block,LmPK inh,Tb PYK inh,Sm TGR block,AmpC inh detg,AmpC no deterg,HCMV inh
Cc1ccnc(SCCn2c(N3CCOCC3)nc3c2c(=O)[nH]c(=O)n3C)n1,-11%,·,0%,·,·,·,-4
O=C1[C@H]2[C@@H](c3ccc(F)cc3)N3C(=O)N(c4ccc(C(F)(F)F)cc4)C(=O)[C@@]3(Cc3ccccc3)[C@H]2C(=O)N1C1CCCCC1,0%,·,1%,5%,?,-1%,15
COc1ccc(-c2cc(C(=O)Nc3ccccc3O)c3ccccc3n2)cc1,0%,·,5%,·,·,·,-26
C[C@@H]1CCCCCCCCC(=O)OCCN(C(=O)OC(C)(C)C)[C@H](C)CCCCCCCCC(=O)OCCN1C(=O)OC(C)(C)C,-9%,·,-2%,·,·,-12%,9
CC(O)c1cccc(N=Cc2ccc3ccccc3c2O)c1 (stereo not given),13%,2%,-2%,-26%,-2%,-4%,4
CCN(CC)c1ccc2c(C)c(CO)c(=O)oc2c1,12%,-1%,-18%,-9%,3%,-19%,66
CN(C)C1(CNC(=O)c2ccc(NS(=O)(=O)c3ccc(Cl)c(Cl)c3)cc2)CCCCC1,-5%,·,-5%,-18%,-5%,66%[activator],-8
O=C(NCCS(=O)(=O)N1CCN(c2ccccc2F)CC1)c1ccc(Br)o1,-9%,-2%,?,-12%,1%,-10%,?
COc1cc(NC(=O)COC(=O)c2ccc([N+](=O)[O-])s2)cc(OC)c1OC,16%,·,6%,·,·,-33%,53
CCOC(=O)CSc1nnc(-c2nnc(SCC(=O)OCC)n2CC)n1CC,11%,1%,·,14%,?,3%,0
COc1ccc(CC(=O)Nc2sc3c(c2C(N)=O)CCCC3)cc1OC,-4%,-3%,-10%,-10%,-9%,41%,-31
Cc1cc(C)n2nc(-c3cnn(C)c3C(F)(F)F)cc2n1,11%,-1%,5%,5%,-11%,1%,49
CC1=NNC(=O)C1CCC(=O)N/N=C(\C)c1ccc(Cl)cc1 (stereo not given),12%,2%,4%,8%,3%,-13%,-18
CCCCOc1ccc(C(=O)Nc2ccc3c(c2)C(=O)NC3=O)cc1,-2%,3%,2%,2%,-13%,-21%,-24
Cc1cc(C)n2c(Br)c(CSc3nc4ccccc4s3)nc2n1,-15%,1%,5%,-21%,-22%,114%[activator],33
COc1ccc(C(C2C(=O)CC(C)(C)CC2=O)C2C(=O)CC(C)(C)CC2=O)cc1COCC(F)(F)F,6%,1%,-19%,40µM*,-12%,-13%,-3
Cc1cc(C)nc(NC(=O)c2cc(-c3ccc4c(c3)OCO4)nc3ccccc23)c1,-8%,-6%,-6%,1%,0%,-16%,6
COc1cccc(N2CCN(C(=O)C3CCN(S(=O)(=O)c4c(C)noc4C)CC3)CC2)c1,·,·,-7%,0%,8%,·,4
COc1ccc(CNC(=O)c2ccc(NC(=O)C3=CSCCO3)cc2)cc1,0%,5%,5%,-12%,3%,-22%,-12
CC(=O)Nc1c(-c2ccccc2)nc2ccc(Cl)cn12,2%,·,7%,·,·,·,-15
O=C(NCC(c1ccco1)N1CCc2ccccc2C1)c1c(F)cccc1F (stereo not given),-17%,·,-2%,2%,-5%,2%,-30
CCC(=O)n1nc(-c2cccnc2)nc1NCc1ccccc1,-3%,1%,2%,13%,0%,-2%,1
O=C(CCS(=O)(=O)c1cccs1)Nc1ccc(C(=O)NC2CCN(Cc3ccccc3)CC2)cc1,-3%,1%,-1%,2%,10%,-15%,?
Cc1ccc(NC(=S)NN2CCN(C)CC2)cc1,7%,-4%,-1%,-25%,?,-31%,-12
COc1ccc(-n2c(=O)c3sc4ccccc4c3n(CC(=O)Nc3ccccc3F)c2=O)cc1,·,·,-8%,2%,-5%,·,0
O=C(Oc1ccc(C(=S)N2CCOCC2)cc1)c1ccc(Br)cc1,3%,3%,-3%,-2%,-2%,-12%,-60*
COc1cccc(N(CC(=O)NC2CCCCC2)C(=O)Cn2nnc(-c3ccc(C)o3)n2)c1,8%,0%,-3%,10%,-1%,54%,-20
Cc1ccc(CNC(=O)COC(=O)c2ccc(S(=O)(=O)NCc3ccco3)cc2)cc1,-4%,·,3%,-3%,-7%,-56%,?
COc1ncc(-c2c(-c3ccccc3OC)sc3ccccc23)cn1,-14%,·,-1%,·,·,·,-5
CCOC(=O)CCCNC(=O)COC(=O)c1cccc(F)c1,-10%,-3%,-4%,0%,4%,-8%,0
O=C(OCCCN=C1NS(=O)(=O)c2ccccc21)C1CC(=O)N(c2ccc(Cl)cc2)C1 (stereo not given),-3%,1%,-5%,-8%,-10%,-7%,21
COc1ccc(CCNc2nc(-c3ccc(O)cc3)cs2)cc1OC,-2%,3%,-12%,-26%,-4%,-38%,?
COc1ccc(OC)c(CNc2ncc(-c3ccc(Cl)cc3)n2C)c1,·,·,0%,-2%,-4%,·,-1
COCc1cc(C)c(C#N)c(=S)[nH]1,0%,24%,?,32%,-7%,-20%,·
Cn1c(CC(=O)c2ccc(Br)cc2)[n+](C)c2ccccc21,0%,-11%,0%,-8%,?,-16%,?
Cc1cc(C)cc(NC(=O)c2sc3nc4n(c(=O)c3c2C)N=C(c2ccc(F)cc2)CS4)c1,·,·,2%,8%,11%,·,3
CCCNS(=O)(=O)c1ccc2nc(NC(=O)c3ccc(F)cc3)sc2c1,·,·,1µM*,-4%,-7%,·,-12
CCCNC(=O)OCCC12CC3CC(CC(C3)C1)C2,27%,2%,-16%,4%,2%,-12%,22
CCN(Cc1ccccc1)C(=O)Cc1c[nH]c2ccccc12,-1%,8%,-6%,-11%,-8%,-35%,-38
O=[n+]1cc(-c2ccc(Br)cc2)n([O-])c2c1CCC2,21%,0%,1%,-11%,1%,-20%,-33
C[C@@H]1CN([C@@H](C)CO)C(=O)Cc2cc(NS(=O)(=O)c3ccccc3)ccc2O[C@H]1CN(C)Cc1ccncc1,7%,·,-1%,·,·,166%[activator],-17
CCC(=O)N1CCc2cc(Br)cc(S(=O)(=O)CCC(=O)Nc3ccc(C)c(F)c3)c21,·,·,-5%,10%,12%,·,-2
Cn1c(N/N=C2\CCCc3ccccc32)nc2c1c(=O)n(Cc1ccccc1)c(=O)n2C,3%[11.6 µM],2%,-7%,-17%,-11%,-19%,-11
CCc1ccc(-n2nc(CO)c(C(=O)NC(C)c3ccc(Cl)cc3)n2)cc1 (stereo not given),·,·,4%,-1%,18%,·,0
CCOC(=O)C1CCN(Cc2cccc(Oc3ccccc3)c2)CC1,-22%,1%,1%,3%,?,44%,2

# Some of the entries so far, tab-delimited:
SMILES	AMA1 RON2 block	LmPK inh	Tb PYK inh	Sm TGR block	AmpC inh detg	AmpC no deterg	HCMV inh
COc1ccc(OC)c(CNc2ncc(-c3ccc(Cl)cc3)n2C)c1	·	·	0%	-2%	-4%	·	-1
COCc1cc(C)c(C#N)c(=S)[nH]1	0%	24%	?	32%	-7%	-20%	·
Cn1c(CC(=O)c2ccc(Br)cc2)[n+](C)c2ccccc21	0%	-11%	0%	-8%	?	-16%	?
Cc1cc(C)cc(NC(=O)c2sc3nc4n(c(=O)c3c2C)N=C(c2ccc(F)cc2)CS4)c1	·	·	2%	8%	11%	·	3
CCCNS(=O)(=O)c1ccc2nc(NC(=O)c3ccc(F)cc3)sc2c1	·	·	1µM*	-4%	-7%	·	-12
CCCNC(=O)OCCC12CC3CC(CC(C3)C1)C2	27%	2%	-16%	4%	2%	-12%	22
CCN(Cc1ccccc1)C(=O)Cc1c[nH]c2ccccc12	-1%	8%	-6%	-11%	-8%	-35%	-38
O=[n+]1cc(-c2ccc(Br)cc2)n([O-])c2c1CCC2	21%	0%	1%	-11%	1%	-20%	-33
C[C@@H]1CN([C@@H](C)CO)C(=O)Cc2cc(NS(=O)(=O)c3ccccc3)ccc2O[C@H]1CN(C)Cc1ccncc1	7%	·	-1%	·	·	166%[activator]	-17
CCC(=O)N1CCc2cc(Br)cc(S(=O)(=O)CCC(=O)Nc3ccc(C)c(F)c3)c21	·	·	-5%	10%	12%	·	-2
Cn1c(N/N=C2\CCCc3ccccc32)nc2c1c(=O)n(Cc1ccccc1)c(=O)n2C	3%[11.6 µM]	2%	-7%	-17%	-11%	-19%	-11
CCc1ccc(-n2nc(CO)c(C(=O)NC(C)c3ccc(Cl)cc3)n2)cc1 (stereo not given)	·	·	4%	-1%	18%	·	0

# (further entries)
SMILES,AMA1 RON2 block,LmPK inh,Tb PYK inh,Sm TGR block,AmpC inh detg,AmpC no deterg,HCMV inh
CCCc1nc2oc3ccccc3c(=O)c2c(=O)n1CCCOC,-8%,1%,-2%,7%,6%,-9%,-12
Cc1ccc(S(=O)(=O)N2CCN(C(=O)c3ccc(S(=O)(=O)N4CCCC4)cc3)CC2)cc1,11%,-6%,-3%,81%[activator],-1%,0%,11
COc1ccc2c(c1)c(=O)c(C(=O)c1ccc(C)cc1)cn2Cc1ccccc1F,·,·,-5%,-2%,-12%,·,-69*
CN(Cc1ccc(-n2cccn2)cc1)C(=O)c1cnn2c1NC(c1ccco1)CC2C(F)(F)F (stereo not given),-12%,6%,-1%,?,4%,68%,28
Nc1[nH][nH]c(=O)c1N=Nc1cccc(Cl)c1,15%,3%,1%,0%,4%,-21%,47
O=C(CSc1nc2ccccc2s1)Nc1ccc2c(c1)OCO2,8%,-3%,-6%,0%,-14%,-27%,-26
COc1cc(OC)c2c(c1O)OC(c1ccccc1)CC2=O (stereo not given),?,1%,-12%,50µM*,4%,-26%,-15
CCCCCn1c(=O)c(C(=O)NC(C)c2ccccc2)c(O)c2ccccc21 (stereo not given),55%[activator],0%,2%,43%[activator],-8%,-26%,-35
O=C(Nc1cccs1)Nc1ccc(Br)cc1F,-11%,-5%,-8%,-2%,13%,-4%,-36

# Bioassay records from PubChem BioAssay.
